Screening results (PubChem)
Pf Dd2 growth – qHTS Primary assay for Inhibitors of Plasmodium falciparum Dd2 growth in vitro; P. falciparum Dd2 growth, SYBR Green, 72 h; AID 1347417, 2020; 120,000 compounds, 4.3% hits; Potency, µM (doses to about 28.9 µM), for inactives: at the top dose activity, negative = inhibition, most hits filed as inhibitors; active = well fitted inhibition curve with a large enough effect; inconclusive = small, poorly fitted or top-dose-only effect; inactive = no such curve, though single readings can be large or run the other way;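 also: plate controls were DMSO vehicle for no effect and reference drug for full effect; nearly all actives have a fitted effect of over 65% in size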
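Readout: SYBR Green fluorescence, 485 nm excitation, 535 nm emission, after ~16 h lysis at 37C. Before that, Dd2-infected red cells (2.5% hematocrit) grew 72 h with compound, 29 uM top final concentration.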
The depositor's hits bear a star; i = inactive; ? = inconclusive; [ ] = remark or other dose. Potency is read from the fitted curve at half-maximal effect. An excerpt; rates above refer to the full screens.

SMILES	Pf Dd2 growth
CCOC(=O)c1[nH]c(C)c(CCC(=O)Nc2ccccc2C(=O)OC)c1C	?
COc1ccc(-c2nc(SCC(=O)Nc3ccc4c(c3)OCO4)c(-c3ccc(F)cc3)[nH]2)cc1OC	?
COc1ccc(-c2cc(N3CCC(NC(=O)c4cc(F)ccc4Cl)CC3)n[nH]2)cc1	-11.1%
CN(C)CCNC(=O)c1ccnc(-c2nnc3ccc(N(C)c4ccccc4)nn23)c1	?
COc1cccc(NC(=O)Cn2nc(N3CCN(c4ccccc4)CC3)ccc2=O)c1	-10.3%
Cc1nc(-c2cccc(NC(=O)N3CCCC3c3c(C)noc3C)c2)cs1 (stereo not drawn)	-11.3%
CC(=O)Nc1ccc(S(=O)(=O)N[C@H]2CO[C@H]3[C@@H]2OC[C@@H]3n2nnnc2Oc2cccc(N3CCOCC3)c2)cc1	0.6%
O=C(NCCCc1ccccc1)c1n[nH]c2c1CN(C(=O)c1c(F)cccc1F)CC2	?
Cc1cccc(OCC(=O)c2ccc3c(c2)N(C(C)C(=O)Nc2ccccc2)C(=O)CO3)c1C (stereo not drawn)	i
O=C(N[C@@H]1C[C@H](Cn2cc(CN3CCS(=O)(=O)CC3)nn2)[C@@H](O)[C@H]1O)c1cnccn1	-2.2%
CCC(=O)N1CCOc2ccc(CN3CCc4ccccc4C3)cc2C1	?
CCn1cc(S(=O)(=O)N2CCCC(Cc3noc(-c4cccnc4)n3)C2)cn1 (stereo not drawn)	20.0%

Entries shown so far with an NH in an aromatic ring (four):
SMILES	Pf Dd2 growth
CCOC(=O)c1[nH]c(C)c(CCC(=O)Nc2ccccc2C(=O)OC)c1C	?
COc1ccc(-c2nc(SCC(=O)Nc3ccc4c(c3)OCO4)c(-c3ccc(F)cc3)[nH]2)cc1OC	?
COc1ccc(-c2cc(N3CCC(NC(=O)c4cc(F)ccc4Cl)CC3)n[nH]2)cc1	-11.1%
O=C(NCCCc1ccccc1)c1n[nH]c2c1CN(C(=O)c1c(F)cccc1F)CC2	?

Other entries follow:
SMILES	Pf Dd2 growth
CN(C)C(=O)C(C)(C)Oc1nn(Cc2cccc(Cl)c2)c2ccccc12	i
COc1cc(Cl)ccc1C(=O)N[C@@H]1CN(S(C)(=O)=O)C[C@H]1CN(C)C	?
COC[C@@H]1CN(Cc2cccc(OC)c2OC)C[C@H]1c1ccccn1	?
CCCCC(=O)N1CCc2cc(OC)c(OC)cc2C1COc1ccc(C(=O)OCC)cc1 (stereo not drawn)	11.2µM*
Cn1c(=O)c(=O)n(C)c2cc(S(=O)(=O)N3CCN(c4ccccc4F)CC3)ccc21	20.8%
CCCNC(=O)CN1C(=O)NC(c2ccccc2OC)C2=C1COC2=O (stereo not drawn)	-6.2%
CN(Cc1cnccn1)C(=O)CC(c1ccccc1)c1ccc2c(c1)OCO2 (stereo not drawn)	-8.3%
CCN(CC)c1ncccc1CNC(=O)c1ncoc1C1CC1	i
O=C1Nc2ccccc2C12CCN([S+](=O)([O-])c1ccsc1)CC2	-3.1%
CCCCNc1ccc(-c2nc(-c3ccccc3)no2)cc1[N+](=O)[O-]	15.4%
CCN(Cc1ccccc1)Cc1c(O)ccc2c(=O)c(-c3ccccc3)c(C(F)(F)F)oc12	6.31µM*
CN(c1ccccc1)c1ccc2nnc(-c3cc(C(=O)Nc4ccccn4)ccn3)n2n1	?
CCC(CC)C(=O)Nc1c(C(=O)N2CCN(c3ccccc3F)CC2)oc2ccccc12	?
CCOc1ccc2oc(=O)cc(CN3CCN(C(=O)c4cccc(F)c4)CC3)c2c1	-18.2%
Cc1cc(C(=O)Nc2c(C)cccc2C)n(-c2ccccc2)n1	27.2%
CCn1nccc1C(=O)N1C[C@@H]2CCCN3CCC[C@@H]([C@H]23)[C@H]1CCCC(=O)Nc1ccccc1	?
O=C(CSc1nc2c(oc3ccccc32)c(=O)n1-c1ccccc1)Nc1ccccc1F	-24.7%
COc1ccc(CNC(=O)C(N)c2c(C)n[nH]c2C)c(F)c1F (stereo not drawn)	-14.6%
O=[N+]([O-])c1ccccc1CN1C[C@H](O)C[C@H]1c1nc(Cc2ccc(F)cc2Cl)no1	i
O=C(Nc1cccc(C(=O)N2CCN(c3ccccc3)CC2)c1)c1nsc2ccccc12	?
CN(CC1CCOC1)C(=O)Nc1ccc(Cl)cc1F (stereo not drawn)	16.0%[5.79 µM]
COc1ccccc1C(=O)N1CCC2(C1)C(=O)Nc1ccccc12 (stereo not drawn)	1.3%
Cc1nnc(-c2cc(-c3cccnc3)ccn2)n1C1CCCCC1	i
CCNC(=O)N1CC(C(=O)NCc2ccco2)CC(c2ccc(OC)c(OC)c2)C1 (stereo not drawn)	-21.3%
CCc1ccc(NCc2cc3ccc(OC)cc3n(CC(=O)Nc3ccccc3OC)c2=O)cc1	i
CC(=O)N(C1CCOCC1)C1CCN(C(=O)Nc2ccccc2)CC1	-48.6%
O=C(CSc1ccccc1)NCc1ccc2c(c1)CCN2C(=O)c1ccccc1	i
COc1ccccc1C(=O)N1CCC(Oc2ncccc2C(=O)N2CCCCC2)C1 (stereo not drawn)	-10.1%
O=C(CCCc1nc2ccccc2s1)N1CCc2c(nc3cc(-c4ccccc4)[nH]n3c2=O)C1	i[5.79 µM]
O=C(CN1C(=O)CC(c2ccco2)Sc2ccccc21)Nc1ccc(Br)cc1 (stereo not drawn)	-13.0%
C[C@H]1[C@@H]2[C@@H](O)C([C@H](C)C(=O)NCCN3CCOCC3)CC[C@@]2(C)CC[C@@H]1NC(=O)CC(C)(C)C (stereo partly drawn)	-2.0%
CN1C(=O)C2(CCN(C(=O)CCCS(N)(=O)=O)CC2)c2ccccc21	3.7%
COc1ccc(CC(=O)N2CCCC3(Cc4ccccc4CN3C(=O)C3CCCC3)C2)cc1 (stereo not drawn)	?
COC1C(=O)N(C2CCN(Cc3cn(C)c4ccccc34)CC2)C12CCOCC2 (stereo not drawn)	i
COc1ccc(Nc2nn(-c3ccc(OC(F)(F)F)cc3)nc2C(C)=O)cc1	25.1%
CCOC(=O)CNC(=O)N1CCC(N2C(=O)C3(CCCCC3)C2c2ccncc2)CC1 (stereo not drawn)	?
O=S(=O)(c1ccccc1)c1nnn2c1nc(NCc1cccs1)c1sccc12	?
Cn1cc2c3c(cccc31)CN(C(=O)C1CC1)CC2	-0.7%
COC(=O)[C@H](NC(=O)C1=C[C@@H](NC(=O)Nc2cccc(F)c2)[C@@H](O)[C@H](O)C1)C(C)C	6.2%[44.1 µM]
Cc1cccc(OCC(=O)N2CCC3(CC2)NC(=O)N(c2ccccc2Cl)N3)c1	-7.2%
COc1ccc(OC)c(S(=O)(=O)N2CCCN(C(=O)c3cccnc3)CCC(=O)NCC2)c1	-11.7%
CNC(=O)[C@@H]1C[C@H](Oc2ccccc2)CN1C(=O)C(C)C	-2.9%
CN1CC(=O)N(C2CCNCC2)Cc2c1ncnc2N1CCCCC1	?
COCC(=O)N(C1CCOCC1)C1CCN(C(=O)c2ccsc2)CC1	i
COc1ccccc1N1CCN(S(=O)(=O)c2c(C)sc3ncn(CC(=O)N(C)c4ccc(C(C)C)cc4)c(=O)c23)CC1	?
CCN(CC)Cc1nc(C2(O)CCN(C(=O)Nc3ccc(F)cc3)CC2)cs1	?
Cn1c(=O)c2c(nc(SCC(=O)Nc3ccc(F)cc3)n2Cc2ccccc2F)n(C)c1=O	-10.6%
Cc1cc(Cl)ccc1NC(=O)N1CCC(n2cnnc2C2CC2)C1 (stereo not drawn)	-39.1%
COCc1nc(CCNC(=O)CCC2CCCC2)no1	i
CSCC(=O)N1C[C@@H]2C[C@H](C1)c1c(-c3ccc(SC)cc3)ccc(=O)n1C2	-6.8%[44.1 µM]
COc1ccc(-n2nc(C(=O)NCCc3cccc(C)c3)c3c4ccccc4n(C)c3c2=O)cc1Cl	?
Cc1noc(C)c1S(=O)(=O)N1CCC2(C1)N=C(c1ccccn1)C(=O)N2 (stereo not drawn)	13.0%
COc1ccc(CCNC(=O)c2ccc3c(c2)N(Cc2cccc(Cl)c2)C(=O)c2ccccc2S3=O)cc1OC (stereo not drawn)	?
Cc1ncccc1C(=O)N1CCCC(c2nc(-c3cccnc3)no2)CCNC(=O)CC1 (stereo not drawn)	i
CCC(C)NC(=O)c1sc2nc(C)c(C(=O)Nc3ccc(Cl)cc3)c(-c3ccc(Br)cc3)c2c1N (stereo not drawn)	18.0%
O=C(NC1CC1)c1cc2n(n1)CCN(C(=O)c1ccc3n[nH]nc3c1)C2	4.3%
COc1cccc(N2CC(C(=O)NCc3ccc4c(c3)OCO4)NC2=O)c1 (stereo not drawn)	16.0%
C=C(C)CSc1nc2sc3c(c2c(=O)n1Cc1ccccc1)CC(C)(CC)OC3 (stereo not drawn)	?
CC(Nc1ccc(-c2nc(-c3ccncc3)no2)cc1[N+](=O)[O-])c1ccccc1 (stereo not drawn)	?
Cc1cnc(C(=O)N[C@@H]2CCC[C@@H]2C(=O)NCCN2CCOCC2)cn1	9.8%

An excerpt from the list above, as a working copy:
SMILES	Pf Dd2 growth
COCc1nc(CCNC(=O)CCC2CCCC2)no1	i
CSCC(=O)N1C[C@@H]2C[C@H](C1)c1c(-c3ccc(SC)cc3)ccc(=O)n1C2	-6.8%[44.1 µM]
COc1ccc(-n2nc(C(=O)NCCc3cccc(C)c3)c3c4ccccc4n(C)c3c2=O)cc1Cl	?
Cc1noc(C)c1S(=O)(=O)N1CCC2(C1)N=C(c1ccccn1)C(=O)N2 (stereo not drawn)	13.0%
COc1ccc(CCNC(=O)c2ccc3c(c2)N(Cc2cccc(Cl)c2)C(=O)c2ccccc2S3=O)cc1OC (stereo not drawn)	?
Cc1ncccc1C(=O)N1CCCC(c2nc(-c3cccnc3)no2)CCNC(=O)CC1 (stereo not drawn)	i

Next records:
SMILES	Pf Dd2 growth
COc1cccc(NC(=O)C(=O)NCCc2csc(-c3ccc(C)cc3)n2)c1	17.0%
O=C1NC2(Cc3ccccc31)CN([S+](=O)([O-])c1cccc(C(F)(F)F)c1)C2	15.3%
CCOc1ccccc1NC(=O)c1cn(C2CCCC2)c(=O)c2c1c1ccccc1n2C	?
CCc1nc(-c2c3n(c(=O)n(CC(=O)Nc4ccc(F)cc4F)c2=O)CCCCC3)no1	-10.6%
CCc1ccc(-c2nn(CC(=O)Nc3ccccc3)c3c2cnc2ccc(F)cc23)cc1	10.4%
CCc1cccc(C)c1NC(=O)Cn1nc(C)c2nn(-c3ccc(Cl)cc3)c(C)c2c1=O	-16.0%
O=C(Nc1ccc2nc(SCC(=O)N3CCCc4ccccc43)sc2c1)c1cccc(F)c1	?
CN(Cc1cccc2cnccc12)C(=O)c1cc(COc2ccccc2F)[nH]n1	i
CCn1c(C2CCCN(S(=O)(=O)c3cccc4nonc34)C2)nn(C)c1=O (stereo not drawn)	8.6%
Cc1cc(C)cc(NC(=O)C2CCCN(S(=O)(=O)c3cccc4nsnc34)C2)c1 (stereo not drawn)	1.5%
O=C(Nc1ccc(F)cc1F)c1cnc(-c2ccc(F)cc2)nc1-c1ccncc1	?
CCO[C@H]1CN(C(=O)C2CCN(C(=O)c3ccccc3Cl)CC2)C[C@@H]1O	3.4%

A draw from above in order of length of the SMILES, smallest number first:
SMILES	Pf Dd2 growth
Cn1cc2c3c(cccc31)CN(C(=O)C1CC1)CC2	-0.7%
CC(=O)N(C1CCOCC1)C1CCN(C(=O)Nc2ccccc2)CC1	-48.6%
CN(Cc1cnccn1)C(=O)CC(c1ccccc1)c1ccc2c(c1)OCO2 (stereo not drawn)	-8.3%
CCO[C@H]1CN(C(=O)C2CCN(C(=O)c3ccccc3Cl)CC2)C[C@@H]1O	3.4%
O=[N+]([O-])c1ccccc1CN1C[C@H](O)C[C@H]1c1nc(Cc2ccc(F)cc2Cl)no1	i

Later entries
SMILES	Pf Dd2 growth
CCN1c2cc(C(=O)Nc3cc(C)ccc3OC)ccc2C(=O)N2CCCCCC21 (stereo not drawn)	6.31µM*
Cc1ncsc1CN1CCC([C@@H]2CNC[C@H]2CO)CC1	18.5%
CCc1cccc(NC(=O)CN(C)S(=O)(=O)c2cccc3cccnc23)c1	-2.5%
CC(=O)N1CC2(CCCN(CC3CCCCC3)C2)Cc2ccccc21 (stereo not drawn)	10µM*
COc1ccc(NC(=O)Cn2c(=O)n(Cc3ccccc3)c(=O)c3oc4ccccc4c32)cc1Cl	?
COCCNC(=O)CN1C(=O)c2cccnc2Oc2ccc(Cl)cc21	i
COc1c(F)cc(CNCC2(O)CCCNC2)cc1F (stereo not drawn)	-0.2%
COc1ccccc1NC(=O)CN1C(=O)C2(SCC(=O)N2c2ccc(F)c(F)c2)c2ccccc21 (stereo not drawn)	?
O=C(Cc1cccc(Cl)c1)N1CCNc2cnc(Nc3cccc(C(F)(F)F)c3)nc2C1	?
CN(Cc1ccc(F)cc1)Cc1ccc(OC(F)(F)F)cc1	-6.9%[44.1 µM]
O=C(Cn1nc(-c2ccccc2)nc(Cc2ccccc2)c1=O)Nc1ccc(Cl)cc1	67.3%[activator]
CCN(C(=O)c1cccn(Cc2cccc(Cl)c2)c1=O)c1ccccc1	26.4%
N#Cc1ccc(N2CCN(C(=O)c3cccc(C(F)(F)F)c3)CC2=O)cc1	-12.6%
CC(C)C[C@@H]1N[C@H](C(=O)NC2CC2)Cc2cn(Cc3nccn3C)c3cccc1c23	11.2µM*
Cc1ccc(CN2C(=O)NC3(CCCN(C(=O)c4cc(C)cc(C)c4)C3)C2=O)cc1 (stereo not drawn)	15.9%
Cc1ccc(C(=O)N2CCC3(CC(Cc4ccccc4)=NO3)C2)cc1 (stereo not drawn)	?
Cc1nc(N2CCC(NC(=O)Cc3ccccc3C)CC2)cc(C(F)(F)F)n1	11.7%
O=C(NCc1nc(-c2ncccn2)no1)C1CCCN(Cc2ccco2)C1 (stereo not drawn)	-7.0%
COc1ccc(NC(=O)c2ccc(-c3cccc(Cl)c3C)o2)cc1	9.6%
COc1ccc(NC(=O)CN2C(=O)CSc3ccc(S(=O)(=O)N4CCCC4)cc32)cc1OC	-3.0%
